High-throughput results (PubChem BioAssay)
INS-1E GSIS act: primary screen for activators of insulin secretion dependent on glucose, INS-1E cells, GLuc reporter luminescence | INS-1E GLuc reporter insulin secretion, 2-3 h | activation, % at 16.6 µM | 370,000 tested, 0.61% active;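 active = lowest replicate activation of at least 40%, so every replicate reaches that level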;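 note: 0% = median of neutral control wells and 100% = median of IBMX positive control wells; some compounds called inactive have numbers as strong as hits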
miR122 inh: blocks miR-122 activity in Huh7 sensor cells; activation (reporter increase), % at 12.5 µM; AID 602342; Huh7 miR-122 Renilla luciferase sensor, 48 h; neutral wells = 0, positive control = 100; 340,000 tested, 0.3% active;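 active = mean replicate activation score at least 90 and every replicate individually at or above 90; inconclusive = only one of the two criteria met; inactive = neither criterion met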;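 note: higher luciferase means less miR-122 activity so hits act as miR-122 inhibitors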
PAX8 inh HTS: PAX8 transcriptional activity inhibition. inhibition, % at 12.6 µM. RMG-I TPO-luciferase reporter, SteadyGlo, 24 h. 360,000 tested, 1.2% active. AID 652154;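 active = mean replicate inhibition at least 60% with every replicate also reaching 60%; inconclusive = only one of the two criteria is met; inactive = mean below 60% and not all replicates reaching 60%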;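 note: luciferase light reporting Pax8 driven TPO promoter activity; plate controls were median of neutral control wells for no effect and mitoxantrone controls for full effect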
DENV2 CPE: inhibitors of DENV2 cytopathic effect; CPE inhibition, % at 9.99 µM; AID 651640; 350,000 tested, 1.7% active; DENV2-infected cells, cytopathic effect rescue, plate reader; in the data active = CPE inhibition above about 20%, passing the limit was not always enough; inconclusive = no clear call, values can overlap the other calls; tested in BHK-21 cells;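 note: 0% = median of neutral control wells and 100% = median of positive control wells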
EWS-Fli inh: inhibitors of EWS/Fli oncoprotein transcriptional activity. A673 NR0B1-luciferase reporter, viability-normalised. inhibition, % at 12.6 µM. 350,000 tested, 0.67% active. AID 651661;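 active = mean inhibition of at least 50% after viability correction, with every replicate also passing that limit; inconclusive = mean reaches 50% but only one of two replicates passes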;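 note: firefly luciferase signal divided by Alamar Blue viability fluorescence both relative to DMSO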
F508del corr: correctors of CFTR F508del function in bronchial epithelial cells; CFBE cells, YFP halide quenching; stimulated with forskolin plus potentiator P3; % fluorescence drop versus neutral controls; activity (quench increase), % at 7.58 µM; 350,000 tested, 0.36% active;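 active = mean added fluorescence quench of at least 8% versus neutral control, with both replicates also reaching 8%; inconclusive = only one of the mean or replicate conditions met; inactive = mean below 8% and not both replicates reaching 8%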;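 note: cells transiently co-express mutant CFTR-F508del with the halide-sensitive YFP; corrector assay measuring rescue of mutant channel to the surface after 24 h compound exposure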
FN deposit inh: fibronectin deposition inhibition; AH1F fibroblasts, Alexa488-fibronectin deposition fluorescence, overnight; inhibition, % at 12.6 µM; 350,000 tested, 0.086% active; AID 743247;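 active = mean inhibition across replicates of 30% or more, regardless of how many single replicates reach that level; inconclusive = mean under 30% yet at least half of replicates reach 30%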;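 note: positive control wells lacked labelled fibronectin entirely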
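Measured by – fluorescence 485/525 nm · System – AH1F fibroblast monolayer, labelled fibronectin deposition · Amount – 10000 cells per well · Buffer or medium – serum-reduced DMEM (2% serum) · Doses – single dose, pinned · Also added – fluorescent fibronectin at 24 nM final · Schedule – 1 h cell attachment, overnight exposure to compound and label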
* marks the source's active call; other numbers are inactive results; ? = inconclusive; / = not tested or not shown; [ ] = another dose, or the depositor's remark.

SMILES	INS-1E GSIS act	miR122 inh	PAX8 inh HTS	DENV2 CPE	EWS-Fli inh	F508del corr	FN deposit inh
CC1CC(C)(C)NC(=S)N1CCCC(=O)Nc1ccccc1F (configuration not stated)	3	/	0	-4	0	-2.4	2
CCn1c(SCC(=O)Nc2ccccc2C)nnc1-c1ccccc1O	13	1	/	/	/	/	-2
O=[N+]([O-])c1cccc(S(=O)(=O)N2CCN(S(=O)(=O)N3CCOCC3)CC2)c1	37	/	10	-1	/	-1.9	-4
CCC(C)[C@H](NC(=O)N1CC(=O)Nc2ccccc21)C(=O)N[C@H](C(=O)O)c1ccccc1 (some centres not stated)	5	/	15	2	-6	-2.8	5
Cc1ccccc1NC(=O)Nc1ccc2c(c1)C(=O)N(C)[C@@H]1CC[C@H](CC(=O)O)O[C@@H]1CO2	6	12[16.7 µM]	-13	-2	10	-0.7	-21
Cc1cc(C(=O)Nc2cccc(C)c2C)n(-c2ccccc2)n1	14	5	-8	6	-52	0.3	15
O=C(/C=C/c1ccc(Br)o1)NCc1ccccc1	-43	1	-15	-1	-7	3.6	-3
OCC[C@@H]1C[C@H](O)[C@@H](O)[C@]2(CCCO2)O1	5	-6	-7	-3	12	2.7	2
CCN(CC)S(=O)(=O)c1ccc2oc(SCC(=O)NC3CC3)nc2c1	10	-3	4	16	/	-1.8	0
CC(C)(C)n1nnnc1C(c1ccccc1)N1CCN(CCN2CCOCC2)CC1 (configuration not stated)	26	/	3	?	1	-0.5	-3
O=C(COc1ccccc1[N+](=O)[O-])N1CCN(c2ccccn2)CC1	13	/	0	-4	-3	-1.9	-2
COc1ccc(Cl)cc1C(=O)NCCS(=O)(=O)N1CCN(c2ccccc2F)CC1	-25	/	9	6	2	-0.8	2
O=C(Cc1ccc(Br)cc1)NC1CCSC1=O (configuration not stated)	-5	/	3	-12	-3	2.0	-1
CC1=CN2C(=N)/C(=C/c3cn(CCCOc4ccccc4C)c4ccccc34)C(=O)N=C2S1	47*	-1	-16	/	/	/	10
COc1ccc(S(=O)(=O)Nc2cccc3c2O[C@H](CN(C)Cc2ccc(C(=O)Nc4ccccc4N)cc2)[C@@H](C)CN([C@H](C)CO)C3=O)cc1	24	-9[16.7 µM]	/	-6	35	-0.2	/
COc1ccc(NC(=O)Nc2ccc3c(c2)CC(=O)N([C@H](C)CO)C[C@@H](C)[C@@H](CN(C)Cc2ccccc2)O3)cc1	0	-8[16.7 µM]	10	2	-6	1.4	/
CC(C)c1ccc(C(C)NC(=O)C2CCCC2)cc1 (configuration not stated)	-21	5	4	-1	6	-9.0	-7
O=C(CSc1nc2ccc(Cl)cc2[nH]1)NCCc1ccccc1	/	/	-9	18	9	-1.8	-1
C[C@H]1CCCCO[C@H](CN(C)Cc2ccncc2)[C@@H](C)CN([C@@H](C)CO)C(=O)c2cc(NC(=O)NC3CCCCC3)ccc2O1	-15	1[16.7 µM]	6	-11	0	0.1	-4
Cc1noc(C)c1COC(=O)c1cccnc1SCC(=O)Nc1ccc2c(c1)OCO2	/	-1	-46	/	/	/	5
C[C@H](CO)N1C[C@H](C)[C@H](CN(C)C(=O)Nc2cccc3ccccc23)Oc2ccc(NC(=O)NC3CCCCC3)cc2C1=O	-3	-2[16.7 µM]	-1	-1	7	1.2	/
CCNC(=O)[C@H]1[C@H](CO)[C@H]2Cn3c(ccc(C4=CCCC4)c3=O)[C@H]2N1CC1CC1	7	4[16.7 µM]	10	?	-2	4.3	/
O=C1O[C@@H](c2ccccc2)[C@@H](c2ccccc2)N2[C@@H](c3ccccc3OCCO)[C@]3(C(=O)Nc4ccccc43)[C@@H](C(=O)O)[C@H]12	/	/	10	-5	4	0.4	/
COc1ccccc1C(CNC(=O)c1ccc(-c2ccccc2Cl)o1)N1CCCC1 (configuration not stated)	12	/	/	-3	16	-3.0	-7
Cc1ccc(-c2nnn(CC(=O)O)n2)cc1	/	-5	-10	/	/	/	4
N/C(=N\OC(=O)Cc1ccccc1[N+](=O)[O-])c1ccc(Br)cc1	9	0	-24	-1	-8	-3.0	1
Cc1ccc(S(=O)(=O)N[C@@H]2CC[C@H](CC(=O)NCc3ccncn3)O[C@@H]2CO)cc1	5	/	11	-1	5	2.0	/
CC(C)(C)c1nc(N2CCN(C(=O)c3ccco3)CC2)c2nnn(Cc3ccccc3)c2n1	-8	0	33	/	/	/	0
COCCNC(=O)C[C@@H]1C[C@@H]2c3cc(NS(=O)(=O)c4ccc(F)cc4)ccc3O[C@@H]2[C@@H](CO)O1	-5	-4[16.7 µM]	-16	5	3	0.8	-8
CCS(=O)(=O)Nc1ccc2c(c1)C(=O)N(C)C[C@@H](OC)[C@H](C)CN(C(=O)COC)[C@H](C)CO2	2	/	-8	3	1	-0.8	11
CCC1CN(C(=O)N2CCC(C(=O)NCCc3ccc(OC)c(OC)c3)CC2)c2ccccc2O1 (configuration not stated)	-13	-8	0	-2	2	0.3	6
O=C(NCc1ccccc1)/C(=C\c1ccccc1)NC(=O)c1ccco1	-1	-4	-9	6	-4	0.6	-13
N#C[C@@H]1[C@H](c2ccc(C3=CCCC3)cc2)[C@H](CO)N1C(=O)C1CCCC1	0	/	7	7	2	-2.4	2
Cc1ccc2c(c1)N(CC(=O)N1CCOCC1)C(=O)C(C)O2 (configuration not stated)	2	/	4	-2	/	0.2	13
O=C(Nc1cccc(Cl)c1)c1ccc(S(=O)(=O)NCC2CCCO2)cc1 (configuration not stated)	-16	34	11	-2	7	-0.7	5
O=C(NCc1ccc2c(c1)OCO2)c1ccc(CS(=O)(=O)Cc2cccc(Cl)c2)o1	-44	/	16	3	20	/	-3
COc1ccc(S(=O)(=O)Nc2ccc3c(c2)CC(=O)N([C@H](C)CO)C[C@H](C)[C@H](CN(C)S(=O)(=O)c2c(C)noc2C)O3)cc1	-2	3[16.7 µM]	/	1	10	-1.3	0
COc1ccc(NC(=O)N(C)C[C@H]2Oc3ccc(NC(=O)CCN4CCOCC4)cc3CC(=O)N([C@@H](C)CO)C[C@@H]2C)cc1	11	-3[16.7 µM]	-1	2	-4	-0.5	/
CCN(C(=O)COC(=O)c1cc(OC)c(OC)cc1[N+](=O)[O-])C1CCS(=O)(=O)C1 (configuration not stated)	6	-7	-7	-3	-2	1.7	-4
C=CCOc1ccccc1/C=N/NC(=O)Cc1ccc(C)cc1	-26	1	23	2	3	-1.5	5
COC(=O)Cn1ccc(-c2ccc(Cl)cc2)c(C#N)c1=O	19	-5	-11	-4	2	-0.4	3
COc1ncc(-c2ccc3c(c2)S(=O)(=O)c2cccc(C(=O)NCc4ccco4)c2C3=O)cn1	1	-2	-4	4	-4	-2.4	-8
CNNC(=S)Nc1cccc(SC)c1	9	1	17	0	-1	0.9	-26
CO[C@@H]1CN(C)C(=O)c2cc(NC(=O)NC(C)C)ccc2OC[C@@H](C)N(Cc2cncnc2)C[C@H]1C	2	-10[16.7 µM]	-4	/	3	1.6	-10
C[C@@H]1CCCCO[C@H](CN(C)C)[C@@H](C)CN([C@H](C)CO)C(=O)c2cc(N(C)C)ccc2O1	5	6[16.7 µM]	-11	-6	-7	-1.1	/
CC(=O)OCC(=O)Nc1c(C)cccc1C	9	/	5	-5	3	0.5	-5
O=C(C[C@H]1CC[C@H](NC(=O)Nc2ccc(C(F)(F)F)cc2)[C@H](CO)O1)NCCN1CCCC1	0	5[16.7 µM]	-6	2	-3	-0.4	0
C/C(=C\c1ccccc1)C(=O)Nc1ccc(S(=O)(=O)Nc2ncccn2)cc1	-3	/	-1	-2	4	-3.1	-2
CC[C@@H]1Cc2[nH]c(=O)[nH]c(=O)c2[C@H](c2ccc(Cl)cc2)O1	15	/	3	-5	0	-2.0	3
CC(C)CC(=O)OC1C(N2CCOCC2)c2c(ccc(/C=C/C(=O)N3CCOCC3)c2O)OC1(C)C (configuration not stated)	-35	1	49	-20	-12	-2.1	-5
COc1ccccc1C1c2[nH]c3ccccc3c2CCN1Cc1cnc(C)s1 (configuration not stated)	-7	0	22	/	15	2.3	/
CO[C@H]1CN(C)C(=O)c2ccc(NC(=O)Nc3cccc(Cl)c3)cc2OC[C@H](C)NC[C@@H]1C	-1	9[16.7 µM]	15	-11	8	0.5	-5
Cc1ccc(CNC(=O)C2CCN(S(=O)(=O)c3ccc(Br)s3)CC2)cc1	-23	1	15	-6	13	-0.1	-3
CC(C)C(=O)Nc1nc2cc3c(cc2s1)OCO3	-6	/	-148	16	-62	2.5	-5
N#Cc1c(=O)c2nc(NCc3ccccc3)ncc2n2ccccc12	/	-17	-23	/	/	/	3
O=C(c1ccc(C(=O)N2CCOCC2)s1)N1CCOCC1	/	-7	-12	/	/	/	-1
O=CN1CCCN(Cc2nc(Cc3ccccc3F)no2)CC1	5	/	-20	-4	8	3.3	/
COc1ccc(-c2cc(-c3nnc(COC(=O)CC4CC5CCC4C5)o3)c3ccccc3n2)cc1OC (configuration not stated)	3	/	14	/	/	/	19
Cc1noc(C)c1NC(=O)Nc1ccc2c(c1)C(=O)N([C@@H](C)CO)C[C@@H](C)[C@@H](CN(C)C(=O)c1ccccc1)OCCCC[C@@H](C)O2	-4	-6[16.7 µM]	-6	-2	-2	-3.8	/
FC(F)(F)c1cc(Cl)c2nnc(-c3cccnc3)n2c1	-1	-6	8	/	-7	0.1	-16

Going on with the list.
SMILES	INS-1E GSIS act	miR122 inh	PAX8 inh HTS	DENV2 CPE	EWS-Fli inh	F508del corr	FN deposit inh
CCCC(=O)N1CC2(CN(C(=O)NC(C)C)C2)c2c(n(C)c3cc(OC)ccc23)[C@H]1CO	15	/	/	-8	0	-0.2	/
Cc1ccc(S(=O)(=O)CNC(=S)c2ccc3ccccc3c2)cc1	-2	0	/	2	7	2.3	/
C[C@@H]1CCCCO[C@@H](CN(C)S(=O)(=O)c2cccs2)[C@@H](C)CN([C@@H](C)CO)C(=O)c2cc(NC(=O)Nc3ccc4c(c3)OCO4)ccc2O1	4	7[16.7 µM]	-3	1	9	-0.3	/
O=C(NCCCN1CCN(CCCNC(=O)c2cccc([N+](=O)[O-])c2)CC1)c1cccc([N+](=O)[O-])c1	6	/	-19	3	/	/	-3
COc1ccc(Cn2c(-c3ccco3)nc3oc4cc(OC)ccc4c(=O)c3c2=O)cc1	10	-4	-49	/	/	/	-1
O=C(C[C@@H]1C/C=C\C[C@H](NC(=O)OCC2c3ccccc3-c3ccccc32)C(=O)OC[C@H]2CCCN2C1=O)N[C@@H](CO)Cc1ccccc1	-24	-9	9	3	2	0.5	-4
O=C1C2C(C(=O)N1c1ccccc1)N1CCCN1C2c1ccccc1 (configuration not stated)	11	-7	11	-4	2	2.0	0
COCCC(=O)N1CCC(Oc2ccc(C(=O)N(C)CCCC3CCCC3)cc2)CC1	-12	-4	-89	-4	-57	-0.1	6
CC(C)(C)NC(=O)NC(=O)CN1CCN(c2ccccc2O)CC1	25	-1	-2	/	3	2.2	/
COc1ccc2cc(C#N)c(NC(C)C)nc2c1	/	0	-8	/	/	/	13

Looked up above.
Result of `O=C(NCCCN1CCN(CCCNC(=O)c2cccc([N+](=O)[O-])c2)CC1)c1cccc([N+](=O)[O-])c1` under INS-1E GSIS act: 6
Result of `C[C@@H]1CCCCO[C@@H](CN(C)S(=O)(=O)c2cccs2)[C@@H](C)CN([C@@H](C)CO)C(=O)c2cc(NC(=O)Nc3ccc4c(c3)OCO4)ccc2O1` under PAX8 inh HTS: -3
Result of `O=C(C[C@@H]1C/C=C\C[C@H](NC(=O)OCC2c3ccccc3-c3ccccc32)C(=O)OC[C@H]2CCCN2C1=O)N[C@@H](CO)Cc1ccccc1` under miR122 inh: -9
